AmpC detergent – blocks E. coli AmpC beta-lactamase in detergent assay. P00811. AmpC hydrolysis of nitrocefin, absorbance 480 nm, 0.01% Triton. Potency, µM (series often up to 114 µM), inactives show top-dose activity change, negative = inhibition, most hits filed as inhibitors. hit rate 0.041% among 370,000. AID 485294;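 further: potency means the concentration at half of the fitted maximal effect; 0% = no-compound wells and -100% = no-enzyme wells; nearly all actives have a fitted effect of over 25% in size; some results filed as inactive show a strong effect at the top dose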
Target sequence (P00811 whole entry, looked up): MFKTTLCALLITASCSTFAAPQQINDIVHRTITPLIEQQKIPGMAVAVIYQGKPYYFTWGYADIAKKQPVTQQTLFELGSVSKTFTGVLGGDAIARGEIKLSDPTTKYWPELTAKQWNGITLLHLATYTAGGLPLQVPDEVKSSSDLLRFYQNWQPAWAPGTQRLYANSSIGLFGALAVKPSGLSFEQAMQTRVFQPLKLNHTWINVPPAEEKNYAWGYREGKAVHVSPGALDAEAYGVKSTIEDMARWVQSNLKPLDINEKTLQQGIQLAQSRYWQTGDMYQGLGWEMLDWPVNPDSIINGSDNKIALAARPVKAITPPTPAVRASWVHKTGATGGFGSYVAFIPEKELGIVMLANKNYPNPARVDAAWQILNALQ
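AmpC (5.3 nM in the dispensed reagent) in 20 mM phosphate pH 7.0 with 0.01% (detergent screen) or 0.0001% Triton X-100 was preincubated with compounds for 15 min at room temperature. Nitrocefin was then added from an 800 uM solution, and hydrolysis was followed at 480 nm.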
HCV inhibitor – blocks hepatitis C virus; Potency, µM (titrated, usually from 41.8 µM), for the others: at the top dose activity change, negative = inhibition, most hits filed as inhibitors; hit rate 3.4% among 340,000; Huh7.5.1 HCVcc-Cre infection, luciferase reporter, 44 h; further: potency means the concentration at half of the fitted maximal effect
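Cells (1,000/well) were plated 4 h before compound, then infected with HCVcc-Cre virus (~0.5 moi). After 44 h further culture, infection was read as luciferase luminescence following a 15 min substrate incubation at room temperature.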
Sm TGR block – inhibitors of Schistosoma mansoni thioredoxin glutathione reductase. AID 485364. Potency, µM (top dose mostly 114 µM), for inactives: at the top dose activity change, negative = inhibition, hits mostly inhibitors. hit rate 3% among 360,000. Q962Y6. purified TGR, DTNB reduction, TNB absorbance 405 nm; further: potency means the concentration at half of the fitted maximal effect; nearly all actives have a fitted effect of over 60% in size
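Kinetic colorimetric format: TGR-catalysed, NADPH-driven DTNB reduction monitored via TNB absorbance. Enzyme dispensed at 20 nM; compound exposure 15 min at room temperature before reaction start.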
HCMV antiviral – blocks human cytomegalovirus replication; HFF cells, HCMV-luciferase reporter, 72 h; stronger effect = lower value; activity change, negative = inhibition, % at 57.5 µM; hit rate 4.5% among 410,000; AID 1259415; in the data active means activity change below about -60%; inconclusive means no clear call, values can overlap the other calls; inactive means above about -39%
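Cell-based, HFFs, 1000 cells/well, 16 h 37C; cpds in DMSO + HCMV-luc, MOI 1 PFU/cell; 72 h 37C; OneGlo luminescence after 5 min RT; norm. to buffer vs Salinomycin 10uM.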
AmpC no deterg – AmpC beta-lactamase inhibition without detergent; AmpC nitrocefin hydrolysis, absorbance 480 nm, 0.0001% Triton; Potency, µM (top dose mostly 57.1 µM), without a hit: top-dose activity change, negative = inhibition, usual class: inhibitors; AID 485341; hit rate 0.52% among 330,000;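 further: potency means the concentration at half of the fitted maximal effect; plate controls were no compound for no effect and no enzyme for full effect; nearly all actives have a fitted effect of over 20% in size; some results filed as inactive show a strong effect at the top dose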
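20 mM phosphate pH 7.0 + 0.01% (detergent screen) or 0.0001% Triton X-100; 5.3 nM AmpC reagent; cpd preinc 15 min RT; nitrocefin (800 uM stock) to start; A480 q20 s × 4 min; Activity was normalised to no-enzyme and no-compound control wells.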
Giardia FBPA inh – inhibitors of Giardia lamblia fructose-1,6-bisphosphate aldolase. A8B2U2. purified Giardia FBPA. Potency, µM (doses to about 59.6 µM), without a hit: at the highest dose activity, negative = inhibition, most hits filed as inhibitors. hit rate 0.71% among 290,000. AID 2451; further: potency means the concentration at half of the fitted maximal effect; nearly all actives have a fitted effect of over 55% in size
Target sequence (A8B2U2 whole entry, looked up): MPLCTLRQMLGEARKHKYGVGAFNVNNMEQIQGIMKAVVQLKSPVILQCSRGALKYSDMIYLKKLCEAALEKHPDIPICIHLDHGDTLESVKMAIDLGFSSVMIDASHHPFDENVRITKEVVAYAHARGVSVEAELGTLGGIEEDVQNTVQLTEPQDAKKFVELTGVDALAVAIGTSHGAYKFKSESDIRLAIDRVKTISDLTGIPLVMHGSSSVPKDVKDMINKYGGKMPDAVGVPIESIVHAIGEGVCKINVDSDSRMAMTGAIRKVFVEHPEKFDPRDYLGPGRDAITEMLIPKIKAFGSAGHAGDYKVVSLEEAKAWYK
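40 nM FBPA preincubated 10 min at RT with compound (up to 57.5 uM final), then substrate plus GAPDH/TPI/NAD/arsenate coupling and diaphorase/resazurin added. Fluorescence read after 20 min at RT, 525/598 nm.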
Starred values were filed as active, the others as inactive; u = inconclusive; x = not tested or not shown; & = joins results of further samples; [ ] = remark or other dose. Unless noted, the call rests on the fitted dose curve; in most records, active means well fitted curve in the direction sought with a large enough effect; inconclusive means small, poorly fitted or top-dose-only effect, or another doubt; inactive means no such curve, though single readings can be large; an effect the other way counts as inactive or inconclusive. Unless noted, on the % scale 0 is the no-effect control and ±100 the full control effect.

structure	AmpC no deterg	AmpC detergent	Giardia FBPA inh	Sm TGR block	HCMV antiviral	HCV inhibitor
CC(=O)c1ccc(NC(=S)NC2CCCC(C)C2C)cc1 (configuration not stated)	-28%	-12%	1%	-6%	u	7%
C#Cc1ccc([C@@H]2C=C(C(=O)N3CCOCC3)O[C@H](OCCCCO)C2)cc1	75%[activator]	-1%	-8%	u	-9	-2%
O=C(Nc1ccc(F)cc1F)C1CCN(S(=O)(=O)c2ccc3[nH]c(=O)ccc3c2)CC1	x	5%	x	5%	-17	x
CCOC(=O)N1CCC2(CC1)NCCc1c2[nH]c2ccccc12	-11%	5%	3%	1%	-13	7%
CCN(CC(=O)NCc1ccc(F)cc1)CC(=O)Nc1cc(S(=O)(=O)N(C)C)ccc1C	98%[activator]	0%	x	4%	-28	u
COC(=O)c1ccc(OCC2c3cc(OC)c(OC)cc3CCN2C(=O)c2cccc(C)c2)cc1 (configuration not stated)	x	-1%	x	8%	6	x
O=C(CNc1ccc(Br)cc1)c1ccc(O)cc1	-34%	3%	1%	-8%	-14	15%
CN1C(=O)/C(=N/OC(=O)c2ccccc2)c2ccccc21	0%	-12%	15%	u	90	-13%
O=C(OCC(=O)N1CCOCC1)c1ccccc1OCc1ccc(Cl)cc1	149%[activator]	x	x	x	7	4%
CCn1c(SCC(=O)N2CC(=O)Nc3ccccc32)nnc1-c1ccoc1C	-16%	-7%	2%	-32%	16	9%

(further entries)
structure	AmpC no deterg	AmpC detergent	Giardia FBPA inh	Sm TGR block	HCMV antiviral	HCV inhibitor
CCCOC(=O)c1ccc(NC(=O)c2ccccc2[N+](=O)[O-])cc1	-7%	2%	-17%	0%	-100*	u
O=C(NCC(c1ccccc1Cl)N1CCCC1)c1ccc(N2CCCC2=O)cc1 (configuration not stated)	17%	9%	x	5%	-2	u
CCn1nnc(NC(=O)c2cc3ccccc3o2)n1	-20%	0%	-1%	6%	63	-5%
CCN1CCOC(=O)C1CC(=O)Nc1cc(Cl)ccc1OC (configuration not stated)	x	-1%	x	14µM*	19	x
O=C(CN1CCN(S(=O)(=O)N2CCOCC2)CC1)Nc1cc(Cl)ccc1Cl	12%	-6%	x	-2%	-2	u
COc1ccc(S(=O)(=O)NNC(=O)c2csc(-n3nc(C)cc3C(F)(F)F)n2)cc1OC	-21%	0%	6%	3%	-10	-8%
Cc1cc(O)c(C(=O)/C=C/c2cccc([N+](=O)[O-])c2)c(=O)o1	14µM*	1%	-7%	0%	-19	-8%
CCOc1cc(/C=N/NC(=O)c2cc3c(ccc4ccccc43)o2)ccc1O	22%	u	x	-9%	-32	u
Clc1ccccc1-c1nc2ccccc2[nH]1	-24%	8%	-12%	8%	99	1%
C=CCOc1ccc(NC(=O)C(=O)NCCCn2ccnc2)cc1	-13%	3%	2%	5%	46	u

(continued)
structure	AmpC no deterg	AmpC detergent	Giardia FBPA inh	Sm TGR block	HCMV antiviral	HCV inhibitor
Cc1ccc(-n2ncc(C#N)c2/N=C/N2CCCCCC2)cc1	28%	-13%	7%	-2%	-21	10µM*
CN1CCN(C(=O)c2sc(=S)n(-c3ccccc3)c2N)CC1	-39%	u	5.6µM*	-1%	-92*	19%
COc1cccc(N2CC(C(=O)NC3CCCCC3)CC2=O)c1 (configuration not stated)	3%	u	-2%	3%	22	6%
O=C(CSc1ccc(-c2ccc(F)cc2)nn1)NCCc1ccccc1	-25%	-6%	3%	-8%	0	-3%
Cc1ccc2[nH]c3c(c2c1)CN(C(=O)CN1CCN(c2ccccc2F)CC1)CC3	61%[activator]	-8%	-29%	0%	x	x
S=C(Nc1ccccc1)c1nc2ccccc2s1	-34%	-3%	3%	5%	u	-13%
CC[C@H](C)C(C(=O)N1CCN(C(=O)OC(C)(C)C)CC1)n1cc(C(Cc2ccc(O)cc2)NC(=O)OC(C)(C)C)nn1 (some centres not stated)	120%[activator]	-5%	8%	-12%	-21	-25%
O=C(c1ccc2c(c1)OCCO2)N(c1ccccn1)C1CCCCC1	0%	u	1%	-8%	27	5%
Cc1cc(Cl)cc(C)c1OCCOCCNCc1ccccc1	45%	-16%	u	-8%	-5	u
CCCCN1CCS(=O)(=O)N(Cc2ccccc2Br)CC(C(=O)OC)C1 (configuration not stated)	-1%	x	x	x	-9	u

New compounds follow.
structure	AmpC no deterg	AmpC detergent	Giardia FBPA inh	Sm TGR block	HCMV antiviral	HCV inhibitor
COc1ccc(N2CCN(C(=O)c3cccn4c(=O)c5ccc(Cl)cc5nc34)CC2)cc1	x	8%	x	4%	25	x
Cc1nn(-c2ccc(Cl)c(Cl)c2)c(=O)c2ccccc12	-1%	-10%	x	5%	84	15%
COc1ccccc1C(=O)COC(=O)CNS(=O)(=O)c1ccc(C)cc1	-21%	-17%	5%	6%	u	-28%
Cc1ccc(CCSc2ccc(C(C)C)cc2)cn1	-3%	-5%	-1%	-7%	-16	32%[activator]
O=C(O)[C@@H]1CSC2c3ccccc3C(=O)N21 (some centres not stated)	1%	2%	10%	-1%	3	18%
CCN1CCN(C(=O)c2cnn(-c3cccc(C)c3)c2C2CCN(C(=O)OC(C)(C)C)CC2)CC1	x	15%	x	4%	0	x
CC(=O)c1ccc(N2CCN(C(=O)CNS(=O)(=O)c3ccc4c(c3)OCCCO4)CC2)c(F)c1	7%	u	x	u	-25	u
COc1ccc(OC)c(NC(=O)CCC(=O)Nc2nnc(C(C)C)s2)c1	1%	6%	x	-1%	-19	-17%
O=C(N=Nc1c(O)[nH]c2ccc(Br)cc12)c1ccccc1-n1cccc1	-53%	-4%	-5%	-11%	u	18µM*
O=C(Nc1cc(C(F)(F)F)ccc1-n1cncn1)c1ccc([N+](=O)[O-])o1	-32%	-8%	x	u	1	u

More records.
structure	AmpC no deterg	AmpC detergent	Giardia FBPA inh	Sm TGR block	HCMV antiviral	HCV inhibitor
CC1CCc2c(sc(NC(=O)c3cc(-c4cccc(Cl)c4)on3)c2C(N)=O)C1 (configuration not stated)	x	15%	x	3%	11	x
COc1cc(/C=C/c2cc(OC(C)=O)c3ccccc3n2)c(OC(C)=O)c([N+](=O)[O-])c1	-12%	-6%	-7%	-8%	-15	-10%
CC(=O)c1c(C)oc2ccc(NS(=O)(=O)c3cccs3)cc12	-20%	-4%	4%	-2%	-28	2%
COc1ccc(Cl)cc1NC(=O)CN1C(=O)NC(C)(Cc2ccc(OC)c(OC)c2)C1=O (configuration not stated)	24%	-4%	x	-10%	-7	-9%
COc1ccc2c(C)nc(Nc3nc(-c4ccccc4)cc(=O)[nH]3)nc2c1	84%[activator]	-6%	0%	3%	-93*	5.6µM*
COC(=O)c1ccc(COC(=O)c2cnc(Cl)c(Cl)c2)cc1	-10%	-8%	14%	-5%	56	18%
CC(=O)c1ccccc1NC(=O)COC(=O)CSCC(=O)Nc1cc(C)on1	-9%	u	x	2%	2	3%
CCc1ccc(NC(=O)c2ccc3[nH]c(C)c(C)c3c2)cc1	x	-1%	x	-4%	0	x
Cc1nc(SCC(=O)N2CCOCC2)c2ccsc2n1	-16%	u	15%	7%	-14	-1%
CCN(CC)CCNC(=O)C(=O)Nc1cc2c3c(c1)CC(=O)N3CCC2	-7%	u	15%	10%	7	18%

Continuation:
structure	AmpC no deterg	AmpC detergent	Giardia FBPA inh	Sm TGR block	HCMV antiviral	HCV inhibitor
CN(CC(=O)Nc1cccc(F)c1)C(=O)CCc1nc2sc3c(c2c(=O)[nH]1)CCCC3	-2%	-1%	x	-3%	-10	10%
Cc1oc2c(CN3CCCC3)c(O)ccc2c(=O)c1Oc1ccccc1Br	2%	-2%	-4%	6%	51	5%
NC(=O)NCc1cccs1	-22%	-3%	-2%	1%	-14	6%
O=C(CSc1ccc2ccccc2n1)N/N=C/c1ccccc1O	-21%	-4%	-6%	14%	-100*	u
N/C(=N\OC(=O)CC1CCCCC1)c1ccc(Cl)cc1	-30%	1%	x	-9%	11	14%
CCc1ccc(CN2CCc3nc(N4CCN(c5ccccc5F)CC4)ncc3C2)cc1	x	19%	x	6%	-28	x
CN(C)C(=O)COc1ccc2cc(-c3ccccc3)c(=O)oc2c1	-6%	-14%	6%	1%	55	3%
Cc1ccsc1C(=O)N1CCCC(N2CCN(c3cccc(Cl)c3)CC2)C1 (configuration not stated)	-1%	0%	x	1%	-64*	u
O=c1[nH]c2ccc(NC(=S)Nc3ccc(Cl)cc3Cl)cc2[nH]1	-21%	-4%	-11%	11µM*	-12	20%
O=C1CC(c2ccc(F)cc2)CC(O)=C1C=NCCN1CCN(C(=O)Nc2ccccc2)CC1 (configuration not stated)	104%[activator]	-4%	3%	-25%	7	12%

The list continues.
structure	AmpC no deterg	AmpC detergent	Giardia FBPA inh	Sm TGR block	HCMV antiviral	HCV inhibitor
CCOC(=O)N1CCN(C(=O)CSc2nnc(-c3cc(OC)cc(OC)c3)o2)CC1	1%	0%	1%	-5%	50	-2%&8%
CCCCN1C(=O)NC(NS(=O)(=O)c2ccc(N)cc2)(C(F)(F)F)C1=O (configuration not stated)	4%	u	11%	-1%	-16	4%
COc1ccc(C(c2c[nH]c3ccccc23)c2c[nH]c3ccccc23)cc1O	-19%	u	-21%	0%	118	x
COc1cc(OC)c(NC(=O)C2CCN(S(=O)(=O)c3ccc4c(c3)oc(=O)n4C)CC2)cc1Cl	x	5%	x	-3%	-1	x
CN1/C(=C/C=N/n2cnnc2)C(C)(C)c2ccccc21	-9%	-14%	-6%	-14%	-37	u
Cc1cc(Nc2cccc(O)c2)c2ccccc2n1	-33%	u	-1%	5%	x	x
COc1ccc(-n2cc(CN(C)CCO)c(-c3cccc(F)c3)n2)cc1	-16%	2%	-4%	13%	-15	-2%
Cc1cccc(N2CCN(C(=O)c3oc4ccc(Br)cc4c3C)CC2)c1C	-18%	x	x	x	0	3%
Cc1nn(-c2ccccc2)c2nc(N)c(C#N)c(-c3ccc(C(C)(C)C)cc3)c12	-8%	-2%	-12%	1%	22	15%
COc1ccc(S(N)(=O)=O)cc1C(=O)OCCCOC(=O)c1cc(S(N)(=O)=O)ccc1OC	-20%	7%	x	-22%	x	10%

Other records.
structure	AmpC no deterg	AmpC detergent	Giardia FBPA inh	Sm TGR block	HCMV antiviral	HCV inhibitor
COc1ccc(NC(=O)CN2C(=O)/C(=C3\SC(=S)N(C4CCS(=O)(=O)C4)C3=O)c3ccccc32)cc1 (configuration not stated)	-27%	-5%	-25%	u	-4	-9%
Cc1ccc2oc(=O)n(CCOc3ccccc3C)c2c1	-26%	8%	-2%	3%	-27	-20%
CCC(C)(C)NC(=O)c1cc(OC)c(OC)cc1[N+](=O)[O-]	-15%	-1%	1%	1%	1	18%
Cc1nn(C)c(C)c1N1C(=O)c2cccc3c(Br)ccc(c23)C1=O	127%[activator]	-2%	4%	-17%	-74*	u

3 structures from above, ordered by number of heavy atoms, rising:
structure	AmpC no deterg	AmpC detergent	Giardia FBPA inh	Sm TGR block	HCMV antiviral	HCV inhibitor
CCn1nnc(NC(=O)c2cc3ccccc3o2)n1	-20%	0%	-1%	6%	63	-5%
Cc1oc2c(CN3CCCC3)c(O)ccc2c(=O)c1Oc1ccccc1Br	2%	-2%	-4%	6%	51	5%
Cc1ccc2[nH]c3c(c2c1)CN(C(=O)CN1CCN(c2ccccc2F)CC1)CC3	61%[activator]	-8%	-29%	0%	x	x

Assay outcomes from PubChem BioAssay.
